Bioassay records as filed in PubChem BioAssay.
rTrxR1 inhibitor = inhibitors of rat thioredoxin reductase 1 | O89049 | recombinant rTrxR1, NADPH fluorescence consumption, selenite substrate | Potency, µM (titrated, usually from 114 µM), for the others: at the highest dose activity change, negative = inhibition, hits mostly inhibitors | hit rate 1% among 390,000; further: on the % scale 0 is the no-effect control and ±100 the full control effect; nearly all actives have a fitted effect of over 65% in size
Target sequence (O89049 whole entry, looked up): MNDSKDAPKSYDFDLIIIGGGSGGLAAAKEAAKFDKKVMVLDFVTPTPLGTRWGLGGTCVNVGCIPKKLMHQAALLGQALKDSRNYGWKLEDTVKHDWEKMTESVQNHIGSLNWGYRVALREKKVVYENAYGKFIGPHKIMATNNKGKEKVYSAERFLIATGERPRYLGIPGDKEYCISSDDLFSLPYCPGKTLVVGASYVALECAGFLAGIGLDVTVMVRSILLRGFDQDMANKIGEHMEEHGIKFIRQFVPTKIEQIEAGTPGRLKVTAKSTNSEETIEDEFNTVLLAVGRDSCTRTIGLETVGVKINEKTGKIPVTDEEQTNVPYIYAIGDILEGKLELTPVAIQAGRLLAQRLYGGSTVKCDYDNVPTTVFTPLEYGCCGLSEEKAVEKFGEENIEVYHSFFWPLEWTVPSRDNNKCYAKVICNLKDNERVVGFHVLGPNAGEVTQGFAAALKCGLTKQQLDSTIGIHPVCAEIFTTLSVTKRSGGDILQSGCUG
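Rat TrxR1 (90 nM in the dispensed reagent) was pre-reduced with 400 uM NADPH for 5 min at room temperature, then incubated with compound for 15 min. After 400 uM selenite was added, NADPH fluorescence (Ex 340/Em 450 nm) was followed for 8 min.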
RGS4 inh = inhibitors of human regulator of G protein signaling 4; Transcreener GDP fluorescence polarization, RGS4-accelerated GTP hydrolysis; P49798; Potency, µM (highest dose often 114 µM), for inactives: top-dose activity change, negative = inhibition, hits mostly inhibitors; hit rate 0.039% among 390,000; further: on the % scale 0 is the no-effect control and ±100 the full control effect; nearly all actives have a fitted effect of over 75% in size; some results filed as inactive show a strong effect at the top dose
Target sequence (P49798 whole entry, looked up): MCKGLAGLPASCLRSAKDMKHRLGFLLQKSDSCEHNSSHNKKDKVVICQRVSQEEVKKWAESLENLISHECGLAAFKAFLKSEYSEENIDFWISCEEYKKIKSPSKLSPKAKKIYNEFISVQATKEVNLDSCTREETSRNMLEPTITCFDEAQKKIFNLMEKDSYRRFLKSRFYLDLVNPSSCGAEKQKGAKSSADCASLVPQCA
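MLSMR compounds (23 nl, pin-transferred) preincubated 10 min at room temperature with a 500nM (2x) first reagent, then RGS4 at 900nM (2x) plus Transcreener GDP mix added; fluorescence polarization (620/688 nm) read before and after 90 min at 30 °C.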
JMJD2A Tudor inh = inhibitors of human JMJD2A Tudor domain; AID 504339; Potency, µM (series often up to 114 µM), inactives show at the highest dose activity change, negative = inhibition, actives largely listed as inhibitors; AlphaScreen JMJD2A-Tudor / H3K4me3 peptide binding; hit rate 4.4% among 390,000; O75164; further: on the % scale 0 is the no-effect control and ±100 the full control effect; nearly all actives have a fitted effect of over 50% in size
12-LOX inh = blocks human arachidonate 12S-lipoxygenase; Potency, µM (titrated, usually from 108 µM), for inactives: at the top dose activity change, negative = inhibition, hits mostly inhibitors; P18054; hit rate 1.1% among 580,000; purified 12hLO, xylenol orange hydroperoxide absorbance; further: on the % scale 0 is the no-effect control and ±100 the full control effect
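Hydroperoxide product was detected by ferrous iron/xylenol orange as the 573 to 405 nm absorbance ratio. Arachidonic acid at 40 uM (final) was turned over for 30 min at room temperature by 150 nM human 12hLO, pH 7.0 Hepes buffer, after 15 min compound preincubation.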
Pin1 inhibitor = human Pin1 inhibition. Q13526. Pin1 FP peptide displacement, HiFluor488, 10 min. Potency, µM (series often up to 115 µM), for inactives: top-dose activity, negative = inhibition, most hits filed as inhibitors. hit rate 0.009% among 390,000. AID 504891; active means well fitted inhibition curve with a large enough effect in the polarisation, with a control signal flat, not every such curve was filed as active; inconclusive means small, poorly fitted or top-dose-only effect, or effect the other way, or a change in a side signal; inactive means no such curve, though single readings can be large or run the other way; the % refers to the polarisation; further: on the % scale 0 is the no-effect control and ±100 the full control effect
Target sequence (Q13526 whole entry, looked up): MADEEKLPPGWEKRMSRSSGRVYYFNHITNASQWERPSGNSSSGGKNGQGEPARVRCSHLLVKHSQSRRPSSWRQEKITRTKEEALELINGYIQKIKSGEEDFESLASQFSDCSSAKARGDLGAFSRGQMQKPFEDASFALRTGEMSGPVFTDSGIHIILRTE
ERG-DNA inh = blocks human ERG Ets domain binding to DNA; P11308; hit rate 0.028% among 370,000; AID 624246; fluorescence polarization, His-ERG Ets domain / labelled DNA; Potency, µM (top dose mostly 76.9 µM), for the others: top-dose FP activity, negative = inhibition, most hits filed as inhibitors; active means well fitted inhibition curve with a large enough effect in the polarisation, with a control signal flat; inconclusive means small, poorly fitted or top-dose-only effect, or effect the other way, or a change in a side signal; inactive means no such curve, though single readings can be large or run the other way; the % refers to the polarisation;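 further: polarization taken with two DNA probes labelled with fluorescein and Texas red; % of control where 0% means no effect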
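His-tagged ERG Ets domain (1 uM in the protein solution; 300mM KCl, 50mM Tris-HCl, 1mM EDTA, 1mM DTT, pH 7.5) received compound, then a probe mix of 5 nM fluorescein-DNA and 100nM Texas-615-DNA. Fluorescence polarization was read for both dyes.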
GLS inhibitor = blocks human kidney-isoform glutaminase activity | O94925 | Potency, µM (titrated, usually from 45.5 µM), inactives show at the top dose activity change, negative = inhibition, most hits filed as inhibitors | hit rate 0.21% among 410,000 | GLS enzymatic activity, qHTS titration; further: on the % scale 0 is the no-effect control and ±100 the full control effect
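hKGA in 45 mM KH2PO4 (pH 8.2), 0.02% Tween-20 with compound, then 1mM L-Glutamine (stock as added) plus glutamate oxidase/HRP/Amplex red coupling mix. Fluorescence read initially and after 30 min at RT; signal change reflects glutamate formation.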
PGK inhibitor = T. brucei PGK inhibition; PGK/GAPDH coupled, Kinase-Glo luminescence, 60 min; Potency, µM (series often up to 57.5 µM), for the others: top-dose activity change, negative = inhibition, usual class: inhibitors; hit rate 0.043% among 380,000; AID 602233; further: on the % scale 0 is the no-effect control and ±100 the full control effect; nearly all actives have a fitted effect of over 60% in size
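Luminescent ATP detection (Kinase-Glo Plus) follows a 60-minute room-temperature incubation, with wells lacking PGK as controls. Buffer: 100 mM TEA (pH 7.6), 5 mM MgCl2, 0.01% Tween-20. Coupling enzyme GAPDH (100 nM final) supplies unstable 1,3-BPG in-well.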
HP1b chromo inh = HP1-beta chromodomain-methylated histone interaction inhibition; hit rate 0.56% among 390,000; AlphaScreen HP1-beta / biotin-H3K9me3 peptide binding; AID 540317; Potency, µM (highest dose often 114 µM), for the others: at the top dose activity change, negative = inhibition, hits mostly inhibitors; further: nearly all actives have a fitted effect of over 70% in size; inactives centre near 23
Target sequence (P83916 whole entry, looked up): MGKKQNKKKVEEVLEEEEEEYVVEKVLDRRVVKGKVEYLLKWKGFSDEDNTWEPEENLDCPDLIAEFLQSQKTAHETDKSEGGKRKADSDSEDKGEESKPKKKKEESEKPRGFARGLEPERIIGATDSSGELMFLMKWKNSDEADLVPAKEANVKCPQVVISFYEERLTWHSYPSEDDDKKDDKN
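AlphaScreen: HP1-beta (50 nM) preformed 30 min with biotin-H3(1-18)K9me3 peptide (50 nM) in PBS pH 7.4, 0.01% Tween-20. Compound added for 30 min at RT, then streptavidin donor/nickel chelate acceptor beads (10 ug/mL) for 30 min.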
* = called active by the depositor; i = inactive; ? = inconclusive; . = no result given; & = joins results of further samples; [ ] = dose if it differs, or a comment. Unless noted, the call rests on the fitted dose curve; in most records, active means well fitted curve in the direction sought with a large enough effect; inconclusive means small, poorly fitted or top-dose-only effect, or another doubt; inactive means no such curve, though single readings can be large; an effect the other way counts as inactive or inconclusive. Potency means the concentration at half of the fitted maximal effect.

SMILES	rTrxR1 inhibitor	RGS4 inh	JMJD2A Tudor inh	12-LOX inh	Pin1 inhibitor	ERG-DNA inh	GLS inhibitor	PGK inhibitor	HP1b chromo inh
O=C(/C=C/c1ccc2c(c1)OCO2)NCc1cn2cc(Cl)ccc2n1	10%[57.1 µM]	19%	-23%	-10%	9%	-3%	8%	1%	11%
COc1ccc(-c2cc(OC(=O)c3ccc(Cl)cc3)c3c(C)oc(C)c3c(=O)c2)cc1	50µM*	-24%	?	?	-5%	14%	3%	i	0%
COc1ccc2c(c1)OC[C@H]1[C@@H]2N2C(=O)CNC(=O)[C@@]2(C)[C@H]1c1ccccc1	24%[57.1 µM]	18%	-16%	-1%	2%	3%	-1%	-12%	29%
Cc1c(C(=O)Nc2ccccc2Cl)sc2ncnc(N(C)C3CCCCC3)c12	3%[57.1 µM]	-22%	3%	0%	36%[activator]	4%	2%	9%	49%[activator]
Cc1ccc(N2C(=O)C(Cl)=C(NCc3ccccc3)C2=O)c(C)c1	31%[activator][57.1 µM]	7%	67%[activator]	?	-5%	-7%	4%	-7%	181%[activator]
CN(Cc1ccccc1)S(=O)(=O)c1ccc(-c2cnc(C3CC3)o2)cc1	20%[57.1 µM]	31%	-14%	-22%	3%	-2%	-11%	-8%	0%
COc1ccc(NC(=O)c2cc([N+](=O)[O-])ccc2N2CCCC2)cc1	1%[57.1 µM]	-12%	-19%	-26%	-2%	-3%	9%	-9%	4%
COc1ccccc1N1CCN(C(=O)c2cccc(S(=O)(=O)N3c4ccccc4CC3C)c2)CC1 (stereo not given)	22%	-36%	-16%	137%[activator]	-1%	29%	8%	-7%	-17%
Nc1nonc1-c1nc2ccccc2n1Cc1ccc(Br)cc1	10%	-11%	-7%	?	-2%	-5%	-3%	-7%	55%[activator]
CCc1ccc(C2c3[nH]c4ccccc4c3CCN2C(=O)CNC(N)=O)cc1 (stereo not given)	8%[57.1 µM]	-7%	?	-21%	-2%	1%	-18%	-3%	?
COc1ccc(-c2nnn(Cc3nn[nH]n3)n2)cc1OC	-10%	4%	-18%	0%	1%	-7%	-4%	2%	40%[activator]
Cc1ccc(C(=O)Nc2cccc(C(=O)N/N=C/c3ccccc3F)c2)cc1	-3%	-27%	-13%	-1%	6%	-5%	-32%	0%	31%
CC(C)Oc1ccc(CNC(=O)C2CCN(Cc3cc4ccccc4n3Cc3ccccc3)CC2)cc1	14%[57.1 µM]	20%	-24%	-29%	14%	0%	2%	12%	19%
CC1CCN(C(=O)CN2C(=O)NC(c3ccccc3)(c3ccccc3)C2=O)CC1	-10%	-8%	-17%	9%	8%	-4%	1%	-9%	37%
CC(C)(O)C#Cc1ccc(C(=O)N2CCN(c3ccccc3)CC2)cc1	6%	14%	-9%	-7%	-1%	2%	10%	.	33%
O=C(O)CCC(=O)N1CCN(c2ncccc2C(F)(F)F)CC1	4%	1%	-1%	138%[activator]	-6%	-12%	0%	-5%	19%
O=C(CSc1nc2ccccc2s1)NCCOc1ccc(Cl)cc1	45%[activator][57.1 µM]	-11%	11%	-10%	1%	2%	-1%	-12%	38%[activator]
CC(C)Cc1ccc(CN2CCCC(NC(=O)CCCN3CCCC3=O)C2)cc1 (stereo not given)	-25%	-5%	-2%	19%	-7%	1%	6%	0%	38%[activator]
O=C(CCN1CCN(c2ccc(Cl)cc2)CC1)Nc1nccs1	20%[57.1 µM]	-14%	-9%	0%	-20%	2%	10%	-6%	26%
Cc1ccc(C2CC(c3cccs3)n3nc(N)nc3N2)cc1 (stereo not given)	-11%	33%	-17%	-11%	-3%	4%	1%	-3%	13%
NS(=O)(=O)c1ccc(CCNC(=O)CCCCCn2c(=S)[nH]c3ccc(Br)cc3c2=O)cc1	0%	-12%	-1%	-2%	25%	4%	9%	1%	36%
CCN(CC)CCCNc1oc(-c2ccccc2[N+](=O)[O-])nc1C#N	-12%	3%	-17%	9%	-6%	2%	6%	5%	45%[activator]
O=C(CC1S/C(=N/N=C/c2c[nH]c3ccc(OCc4ccccc4)cc23)NC1=O)Nc1ccccc1 (stereo not given)	7%[57.1 µM]	-4%	-11%	2%	?	-5%	9%	-5%	20%
CCc1c(C)c2ccc(O)c(CN3CCN(c4ccccc4)CC3)c2oc1=O	-14%	-3%	14%	-8%	0%	-2%	1%	.	78%[activator]
CCN1CCN(c2oc(COc3ccc(-c4ccccc4)cc3)nc2C#N)CC1	20%[57.1 µM]	?	?	14%&6%	0%	11%	-13%	-1%	-60%

3 entries from above, arranged by molar mass, low to high.
SMILES	rTrxR1 inhibitor	RGS4 inh	JMJD2A Tudor inh	12-LOX inh	Pin1 inhibitor	ERG-DNA inh	GLS inhibitor	PGK inhibitor	HP1b chromo inh
COc1ccc(NC(=O)c2cc([N+](=O)[O-])ccc2N2CCCC2)cc1	1%[57.1 µM]	-12%	-19%	-26%	-2%	-3%	9%	-9%	4%
CCN1CCN(c2oc(COc3ccc(-c4ccccc4)cc3)nc2C#N)CC1	20%[57.1 µM]	?	?	14%&6%	0%	11%	-13%	-1%	-60%
COc1ccc(-c2cc(OC(=O)c3ccc(Cl)cc3)c3c(C)oc(C)c3c(=O)c2)cc1	50µM*	-24%	?	?	-5%	14%	3%	i	0%

(next part)
SMILES	rTrxR1 inhibitor	RGS4 inh	JMJD2A Tudor inh	12-LOX inh	Pin1 inhibitor	ERG-DNA inh	GLS inhibitor	PGK inhibitor	HP1b chromo inh
COc1ccc(CN2CCN(c3ncnc4scc(-c5ccc(F)cc5)c34)CC2)cc1	18%[57.1 µM]	-34%	?	?	9%	9%	-13%	-2%	?
O=S(=O)(c1ccccc1)c1nc(-c2ccccc2)oc1N1CCCCC1	45µM*	11%	?	?	-10%	-2%	4%	1%	-14%
C/C(=N\NC(=O)CC1N=C(Cc2ccccc2)NNC1=O)c1ccccc1 (stereo not given)	-7%	-5%	5%	0%	0%	3%	2%	i	24%
CCOC(=O)CSc1nc2ccc(N)cc2s1	-24%	-14%	-18%	7%	-1%	-5%	9%	-4%	28%
COc1ncnc2c1oc1nc(CC(C)C)c3c(c12)CC(C)(C)OC3	28%	-9%	1%	-25%	0%	9%	-1%	-11%	18%
Fc1cc(F)c2nc(Nc3nc4c(F)cccc4s3)sc2c1	16%	-16%	-15%[57.1 µM]	0%	-1%	0%	4%	i	39%
COc1cc2cc(C(=O)N3CCOCC3)cc(-c3ccc(C)cc3)c2cc1OC	-6%	15%	-33%	-9%	-5%	10%	6%	2%	9%
O=C(c1ccccc1)c1ccc2nc(N3CCCCC3)c3nncn3c2c1	-18%	?	-10%	14%[57.4 µM]	26%	12%	0%	-4%	51%[activator]
O=C(CN1C(=O)NC2(CCCc3ccccc32)C1=O)N1CCN(C(=O)c2ccco2)CC1 (stereo not given)	-11%	-6%	2%	0%	-7%	9%	-6%	-4%	32%
CCN1CCN(CCCNC(=O)c2csc3c2CCCCC3)CC1	6%[57.1 µM]	18%	-8%	-9%	?	-2%	0%	-9%	3%
Cc1ccc(NC(=O)c2cc(N3CCOCC3)nc3ccccc23)cc1	-5%[57.1 µM]	23%	16%	6%	-1%	3%	5%	-9%	67%[activator]
CC1CCc2sc(C(=O)Nc3ccc(N4CCOCC4)cc3)cc2C1 (stereo not given)	3%	-14%	?	-24%	5%	3%	10%	-5%	?
Oc1ccc(Cl)cc1C1C=C(c2ccc3c(c2)OCO3)NC(c2ccc(F)c(Br)c2)N1 (stereo not given)	-22%	-53%	-31%	.	49%[activator]	.	.	.	6%
Cn1c(CSc2ncccn2)nnc1SCC(=O)N1CCCC1	19%	15%	-3%	0%	-2%	-1%	3%	5%	33%[activator]
O=C(O)c1cc(S(=O)(=O)NCC2CCCO2)ccc1Cl (stereo not given)	-5%	40%	-27%	-21%	-7%	-13%	9%	0%	7%
O=C(Nc1ccccc1)C1CC2CCCC(C1)C2=O (stereo not given)	-1%	-18%	-11%	2%[57.4 µM]	1%	.	16%	-3%	19%
O=c1[nH]c(=S)[nH]c2c1C(c1ccc(Br)cc1)c1c([nH]c(=S)[nH]c1=O)O2	?	?	?	5µM*	.	7%	?	?	32µM*
CC(=O)c1ccc(N2CC(C)(C)C2=O)cc1	-1%	-4%	-15%	?	2%	2%	-1%	2%	7%
CC(=O)N/C(=C\c1ccc(F)cc1)C(=O)OCc1ccccc1	-12%[57.1 µM]	8%	-17%	17%	3%	1%	-4%	-17%	-5%
CCc1nnc(NC(=O)CSc2nnnn2-c2cccc(C(C)=O)c2)s1	18%	14%	-11%	1%	-3%	2%	19%	-1%	24%
c1ccc2c(c1)CCc1c(-c3ccncc3)n[nH]c1-2	16%	-3%	-10%	-11%	-1%	-10%	-2%	-3%	30%
c1ccc(-c2nc(-c3ccncc3)no2)cc1	6%[57.1 µM]	19%	6%	2%	0%	-23%	6%	-7%	57%
CC1Sc2ccc(C(=O)NCc3ccccn3)cc2NC1=O (stereo not given)	5%	?	?	-23%	-10%	19%	-22%	-1%	?
COc1ccc(CCN2CC(C(=O)OCC(=O)NC(Cc3ccccc3)C(C)=O)CC2=O)cc1OC (stereo not given)	10%	19%	-26%	25%	2%	-3%	-5%	-4%	30%
O=C(OCC(=O)c1ccc[nH]1)c1ccccc1	13%	1%[11.4 µM]	-1%[11.4 µM]	10%	-6%	-13%	-8%	5%	40%[activator]
CCN(Cc1ccccc1)c1ccccc1	22%	7%	14%	12%	-4%	6%	27%	-4%	73%[activator]
COC(=O)C1=C(C)N(C)C(=S)N(C)C1c1ccc(OC)cc1 (stereo not given)	24%[57.1 µM]	18%	0%	0%	4%	10%	-11%	i	36%

Some of the compounds tested (hit frequency here may not be typical).
